Screening data (PubChem BioAssay)
ABHD4 inh = ABHD4 (mouse) inhibition, primary FP screen; 0.54% of 370,000 active; Q8VD66; purified mABHD4, FP-Rh probe fluorescence polarization; inhibition, % at 8.92 µM; AID 720543;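 active = inhibition exceeding the mean over every tested compound plus 3 SD, cut at about 30% in these data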;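 note: 0% = plate median of compound wells and 100% = S159A mutant with DMSO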
Target sequence (Q8VD66 whole entry, looked up): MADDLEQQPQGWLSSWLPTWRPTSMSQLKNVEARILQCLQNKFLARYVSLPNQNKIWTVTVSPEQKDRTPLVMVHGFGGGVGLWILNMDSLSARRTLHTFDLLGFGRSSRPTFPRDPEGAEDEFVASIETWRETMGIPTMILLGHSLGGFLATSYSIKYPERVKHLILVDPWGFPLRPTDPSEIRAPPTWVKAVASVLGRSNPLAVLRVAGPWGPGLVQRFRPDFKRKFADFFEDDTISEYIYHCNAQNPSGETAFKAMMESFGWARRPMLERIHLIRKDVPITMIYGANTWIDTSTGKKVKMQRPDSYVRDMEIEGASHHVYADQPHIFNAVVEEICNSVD
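system = mouse ABHD4 enzyme, wild type | medium = HEPES pH 7.0, NaCl, Pluronic buffer | also added = FP-Rh probe | incubation = Enzyme–compound pre-incubation 45 min, then probe 60 min, both 25 °C | technique = fluorescence polarization, excitation 525 nm, emission 598 nm, BODIPY TMR filters | controls = S159A mutant high control, sample median low control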
ARFGAP1 inhibitor = rat ARFGAP1 inhibition. inhibition, % at 16.5 µM. Q62848. Arfgap1-stimulated ARF1 GTP hydrolysis, GDP FP detection. 0.26% of 360,000 active;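 active = inhibition above a per-plate limit, mean inhibition of low control wells plus 3 SD, cut at about 25% in these data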;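 note: 0% = DMSO wells with enzyme and 100% = wells lacking Arfgap1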
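Material: rat Arfgap1 GAP domain (His6, aa 1-136), purified enzyme. Also added: human ARF1(Δ1-17)-GTP substrate. Compound dosing: 16.5 µM single point, 1.26% DMSO. Timing: enzyme reaction 120 min at 25 °C after 20 min preincubation. Signal: GDP detection by fluorescence polarization. Read-out basis: percent inhibition of GAP-stimulated GDP formation, scaled between DMSO and no-Arfgap1 medians.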
GC-A act = GC-A (human) enzyme activation; HEK293 GC-A cells, cGMP TR-FRET, EC30 ANP; 0% at EC30 ANP, 100% saturating ANP; activation, % at 10 µM; P16066; 0.14% of 370,000 active; AID 1671463; in the data active = activation above about 40%
HTRA1 inhibitor = HTRA1 (human) protease inhibition | Q92743 | recombinant HTRA1, FP-rhodamine activity-based probe, fluorescence polarization | inhibition, % at 5.96 µM | 0.5% of 340,000 active; in the data active = inhibition above about 36%;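 note: 0% = enzyme with DMSO and 100% = wells lacking enzyme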
NR1D1 modulator = modulates human Rev-erb alpha binding to DNA; P20393; Rev-erbα–FITC-DNA binding, fluorescence polarization, 90 min; activity, % at 10 µM; 0.79% of 370,000 active; AID 1259318;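 active = activity above about 14%, limit read from the data; passing the limit was not always enough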;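 note: 0% = DMSO wells with 35 nM protein and 100% = DMSO wells with 750 nM protein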
Target sequence (P20393 whole entry, looked up): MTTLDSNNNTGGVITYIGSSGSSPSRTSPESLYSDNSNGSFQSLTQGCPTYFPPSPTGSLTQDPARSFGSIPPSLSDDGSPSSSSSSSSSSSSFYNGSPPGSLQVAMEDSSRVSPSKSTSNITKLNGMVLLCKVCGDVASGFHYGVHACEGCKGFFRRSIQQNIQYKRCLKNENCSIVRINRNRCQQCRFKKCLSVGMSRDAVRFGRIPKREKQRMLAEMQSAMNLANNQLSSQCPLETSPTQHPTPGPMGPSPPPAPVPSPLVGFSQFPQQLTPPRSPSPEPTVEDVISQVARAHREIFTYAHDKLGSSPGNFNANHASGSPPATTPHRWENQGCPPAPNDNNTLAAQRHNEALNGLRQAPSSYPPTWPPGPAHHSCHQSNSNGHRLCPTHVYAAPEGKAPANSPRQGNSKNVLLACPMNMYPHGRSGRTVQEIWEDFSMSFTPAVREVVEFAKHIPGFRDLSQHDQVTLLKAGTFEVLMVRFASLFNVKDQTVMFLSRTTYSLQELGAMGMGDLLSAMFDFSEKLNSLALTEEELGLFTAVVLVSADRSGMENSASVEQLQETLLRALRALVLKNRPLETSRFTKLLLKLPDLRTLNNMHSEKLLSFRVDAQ
ASAP1 inh = ASAP1 ArfGAP inhibition | ASAP1-stimulated ARF1 GTP hydrolysis, GDP FP detection | inhibition, % at 16.5 µM | 0.19% of 360,000 active; in the data active = inhibition above about 25%;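 note: 0% = vehicle with enzyme and substrate and 100% = no enzyme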
SMARCA2 activ = increases SMARCA2 function in MMTV reporter cells. 1% of 370,000 active. MG213 cells, MMTV-luciferase reporter, dexamethasone, overnight. activation, % at 9.1 µM. AID 652017; in the data active = activation above about 7.8%;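 note: 0% = vehicle wells and 100% = reference activator wells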
rCAG binder = binds r(CAG) RNA repeats; AID 651821; r(CAG) RNA repeat, TO-PRO-1 dye displacement fluorescence; inhibition, % at 3 µM; 1.3% of 370,000 active;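 active = inhibition above the plate cutoff, the mean of all test compounds on that plate plus 3 SD, cut at about 35% in these data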;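 note: 0% = DMSO alone and 100% = 100 µM mitoxantrone as full dye displacement; higher means more dye released from RNA so lower well fluorescence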
NPR2 activator = GC-B (human) receptor activation. 0.11% of 370,000 active. HEK293-GC-B cells, CNP EC30, cGMP TR-FRET; 0% at EC30 CNP, 100% saturating CNP. activation, % at 10 µM. AID 1920062;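 active = activation at 10 µM reaching about 35% in either raw or pattern-adjusted values, limit read from the data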
PG9 binder = small molecules binding HIV-1 gp120 antibody PG9. inhibition, % at 6.7 µM. TR-FRET gp120-PG9 antibody binding. 0.43% of 360,000 active; in the data active = inhibition above about 8.5%
The depositor's hits bear a star; . = no result given. Outcome played no part in choosing rows; any-hit rate near 4.4%.

SMILES	ABHD4 inh	ARFGAP1 inhibitor	GC-A act	HTRA1 inhibitor	NR1D1 modulator	ASAP1 inh	SMARCA2 activ	rCAG binder	NPR2 activator	PG9 binder
O=C(NCCCn1ccnc1)Nc1ccc(Cl)c(Cl)c1	-11	8	-2	0	-3	4	-3	4	-5	-0.7
O=C(CCc1ccccc1)N[C@H]1[C@H](O)CCC[C@@]12C(=O)N(Cc1ccccc1)c1ccc(-c3ccccc3)cc12	-11	.	-19	.	6	.	-6	9	-17	.
CC(C)(C)c1ccc(C(=O)N2CCC2(C)C(=O)NCc2cccc3ccccc23)cc1 (configuration not stated)	-1	-8	-4	.	-2	13	-8	2	3	1.1
CC(C)CCN1CCC(CN2C(=S)NC[C@@H]2Cc2ccccc2)CC1	5	3	-3	-1	-4	-11	0	-2	-3	-2.7
CCCCCOC(=O)NC1CCS(=O)(=O)C1 (configuration not stated)	1	16	3	-1	-4	9	-1	-2	6	-0.4
CNc1cncc(-c2cccc(OC)c2F)n1	1	7	1	.	-2	-4	2	2	-2	2.1
NC(=O)CC(NC(=O)Cc1ccc(Br)cc1)c1ccc(N2CCC(Br)CC2)c([N+](=O)[O-])c1 (configuration not stated)	0	18	3	-10	3	2	1	4	3	0.8
COC(=O)c1cc(OC)c(OC)cc1NC(=O)CC1CCCCC1	4	-16	12	3	5	-1	-3	-7	7	-1.0
Cc1ccc(S(=O)(=O)Nc2ccc(S(=O)(=O)N3CCCC3)cc2)cc1	-5	2	4	2	8	7	1	10	0	-1.4
COc1ccc(C2NCCO2)cc1OC (configuration not stated)	-3	-4	2	-7	5	6	-6	5	-2	-1.2
CCn1c(O)c(N=NC2=NC(=O)CS2)c2ccccc21	18	0	6	7	-4	-9	0	5	7	-4.7
CCOc1cc(CNC(C)(C)C)ccc1OCC(=O)Nc1cccc(C(F)(F)F)c1	-5	-6	-2	-2	4	-2	7	0	1	-0.1
Cc1ccc2c(c1)C(=O)C(=O)N2CCCOc1ccccc1	2	5	-17	-34	-6	-6	0	-3	-11	-1.6
O=C(Nc1c(-c2ccccc2)[nH][nH]c1=O)c1ccc2ccccc2c1	1	8	1	.	3	13	3	10	8	-0.2
CCCCc1ccc(-c2c(C#N)c(N)nc3c2CCCC3)s1	5	-6	-1	-5	3	11	1	-1	-4	1.2
Cc1ccc(C(=O)ON=C2CCN(c3ccc([N+](=O)[O-])cc3)CC2)cc1	-3	-2	-25	-10	1	-2	2	4	-19	-2.1
CC1(C(=O)Nc2cnc3ccccc3c2)CCN1Cc1ccc2c(c1)OCCO2 (configuration not stated)	0	-17	-1	.	-1	-5	-2	1	1	-1.5
CCC(c1nnc(SC(C)C(=O)NC2CC2)n1-c1ccc(OC)cc1)N(C)C (configuration not stated)	1	1	0	-4	13	3	-1	-2	-2	0.2
Cc1nnc(SCC(=O)Nc2c(Cl)cccc2Cl)n(N)c1=O	-3	1	-1	4	3	-9	0	1	-1	0.9
Cn1c2c(c3ccccc31)CCN1CCC[C@]21c1ccccc1	4	0	-38	-6	-1	-14	-3	2	-10	-0.3
CCN(CC)S(=O)(=O)c1cc([N+](=O)[O-])ccc1NNC(=O)Nc1ccccc1	2	-9	1	.	-1	-5	-2	4	5	-1.4
O=c1[nH]c2ccc(S(=O)(=O)N3CCC(Cc4ccccc4)CC3)cc2o1	-8	-8	0	-10	-6	-2	-1	48*	2	0.5
O=C(Cc1ccccc1)Nc1ccc(N2CCOCC2)cc1	3	8	6	7	-3	8	1	-3	-4	-2.5
Cc1cc(N2CCN(C)CC2)nc2ccc(NC(=S)N3CCCCC3)cc12	-4	13	1	10	-9	12	-2	-6	3	1.2
O=C(NC1CCNCC1)C1CC1	-1	-9	5	-4	7	-12	-1	-2	2	-1.8
CC(C)C(=O)Nc1cccc2nsnc12	-6	-11	.	0	.	-1	-3	5	.	-5.0
C[C@@]12CCC=C[C@H]1[C@H](c1ccoc1)N(Cc1ccccc1)C2=O	0	0	-3	-10	-3	16	0	-8	-8	0.1
CCCOc1ccc(/C=N/Nc2ccccc2[N+](=O)[O-])c(O)c1	-1	13	2	7	5	0	0	5	-7	-1.8
CCN(c1ccccc1)S(=O)(=O)c1ccc(Cl)c(NC(=O)CN2CCCCCC2)c1	9	1	-3	-25	4	-5	-3	-2	0	-0.8
O=C(O)c1cc(S(=O)(=O)N2CCOCC2)c[nH]1	-8	-3	-2	8	-2	-4	2	-1	1	-1.6
COc1ccc(-n2c(C)c(C)c3c(N)ncnc32)cc1	1	10	-34	6	3	-5	-1	0	-17	-1.2
Cc1ccccc1NC(=O)CN1CCN(Cc2ccccc2)CC1	-1	12	9	4	4	-6	-2	-6	5	0.4
CCCCSc1ncnc2[nH]ncc12	0	14	5	-10	-3	-9	1	0	-2	-0.4
COc1ccccc1CNC(=O)C1CCN(Cc2nc(-c3ccc(Cl)cc3)oc2C)CC1	6	-1	-6	.	0	0	1	-3	-9	-0.5
CSCC[C@H](Nc1ncnc2sc(C)c(C)c12)C(=O)O	2	-9	0	-2	3	8	1	5	1	3.8
O=C(Nc1cccc(S(=O)(=O)N2CCCC2)c1)c1cc(=O)[nH]c2ccccc12	0	4	-3	2	-2	-13	-3	7	-1	-1.9
CCCNC(=O)c1cc2c(c(-c3cccc(-c4ccc(F)cc4)c3)n1)[C@H](CCO)N(S(=O)C(C)(C)C)C2 (some centres not stated)	-10	-16	10	.	-3	-4	-4	4	17	-1.9
COc1ccccc1COC(=O)N/C=C/c1ccco1	5	-4	0	-12	4	-2	2	16	-2	-1.6
CCn1c(C(O)c2ccc(C)cc2)nc2ccccc21 (configuration not stated)	7	-1	1	-2	2	4	0	-8	-2	0.8
Cc1c(C(=O)N2CCCCC2)oc2ccccc12	3	0	-2	2	-8	2	4	-1	5	-3.3
CCSC1=C(C#N)C(c2cccc(Br)c2)CC(=O)N1 (configuration not stated)	-15	19	-1	1	-2	1	3	-4	3	0.5
CCCn1c2ccccc2c2nnc(SC(CC)C(=O)Nc3cc(C)on3)nc21 (configuration not stated)	-9	11	6	-11	8	-7	0	2	9	0.4
COc1ccccc1NC(=S)N(Cc1ccco1)Cc1cc2cccc(C)c2[nH]c1=O	0	3	2	-20	-2	10	2	2	3	-2.9
CC(C(=O)NCCN1C(=O)S/C(=C\c2cccnc2)C1=O)N1C(=O)c2ccccc2C1=O (configuration not stated)	5	6	-4	1	1	8	-3	-3	-1	-0.2
COCCNC(=O)CCCCCn1c(=S)[nH]c2ccccc2c1=O	-2	2	-4	7	4	7	-3	-1	1	-0.7
Cc1ccc(NC(=O)N2CCC(C(=O)NCc3ccccc3)CC2)cc1	-2	0	-1	1	-3	3	3	-5	2	-1.9
CCCCCCC1CC(CC(=O)Nc2ccc([N+](=O)[O-])cc2)C(=O)O1 (configuration not stated)	6	-5	0	-15	1	-5	-2	5	-3	0.3
Cc1cccc(C)c1NC(=O)C(c1cccc([N+](=O)[O-])c1)N(C)C(=O)c1ccccn1 (configuration not stated)	3	4	2	0	-8	-2	1	-4	5	-1.1
Cc1ccc(C)c(S(=O)(=O)N(C(=O)c2ccncc2)c2ccc(OC(=O)c3ccncc3)cc2)c1	-13	10	4	3	9	7	-8	3	2	-0.4
COc1ccccc1N1CCN(C(=O)COc2ccc(S(=O)(=O)NC(C)C)cc2)CC1	4	-4	0	2	-6	-5	2	-2	1	-2.7
CN(C(=O)c1ccccc1NC(=O)C(F)(F)F)c1ccccc1	1	2	1	3	-1	7	4	1	2	-3.9
CCN1c2ccccc2S(=O)(=O)c2ccccc21	1	8	2	7	3	-3	-3	6	7	-2.2
O=C(C[n+]1ccccc1)c1ccc(NC(=O)c2ccccc2)cc1	-4	-1	-1	-3	2	0	4	1	-13	-2.9
Cc1ccc(CC(CC(=O)Nc2cccc(C(F)(F)F)c2)C(=O)O)cc1 (configuration not stated)	-1	2	1	-4	3	1	1	14	4	-1.1
CC(=O)Oc1ccc2ccc(=O)oc2c1	3	-8	4	-2	-10	-15	0	1	-1	0.8
O=C(C(=O)N1CCN(Cc2ccc3c(c2)OCO3)CC1)c1c[nH]c2ccccc12	3	-5	2	-1	3	2	-4	0	3	-0.3
CC(Oc1ccc(Cl)cc1Cl)C(=O)Nc1ccc(N2CCN(C)CC2)cc1 (configuration not stated)	6	6	-1	12	1	-3	4	-9	5	-1.5
O=C(NC1CCCCC1)C1CCCN(c2nnnn2-c2ccccc2)C1 (configuration not stated)	4	-14	1	5	-1	-10	-3	-3	1	3.1
CCn1c(Cc2c(C)[nH]c3ccccc23)nnc1SCC(N)=O	3	8	2	3	5	-9	2	1	1	-1.6
Cc1noc(C)c1S(=O)(=O)N1CCC(C(=O)NC2CCCc3ccccc32)CC1 (configuration not stated)	4	1	-4	6	4	-3	-4	-1	1	-0.3

Random excerpt: 4 compounds from above, in no set order.
SMILES	ABHD4 inh	ARFGAP1 inhibitor	GC-A act	HTRA1 inhibitor	NR1D1 modulator	ASAP1 inh	SMARCA2 activ	rCAG binder	NPR2 activator	PG9 binder
CN(C(=O)c1ccccc1NC(=O)C(F)(F)F)c1ccccc1	1	2	1	3	-1	7	4	1	2	-3.9
CCn1c(Cc2c(C)[nH]c3ccccc23)nnc1SCC(N)=O	3	8	2	3	5	-9	2	1	1	-1.6
O=C(NC1CCCCC1)C1CCCN(c2nnnn2-c2ccccc2)C1 (configuration not stated)	4	-14	1	5	-1	-10	-3	-3	1	3.1
O=C(C(=O)N1CCN(Cc2ccc3c(c2)OCO3)CC1)c1c[nH]c2ccccc12	3	-5	2	-1	3	2	-4	0	3	-0.3

The listing continues:
SMILES	ABHD4 inh	ARFGAP1 inhibitor	GC-A act	HTRA1 inhibitor	NR1D1 modulator	ASAP1 inh	SMARCA2 activ	rCAG binder	NPR2 activator	PG9 binder
COc1ccc(S(=O)(=O)Nc2ccccc2OC)cc1NC(=O)CC1CC2CCC1C2 (configuration not stated)	-17	-10	2	-39	7	6	-5	5	3	-1.9
COc1cccc(CNc2ccc(N3CCC(C)CC3)cc2)c1OC	26	-2	-2	52*	3	9	-5	6	-5	-1.5
CCC(C)c1ccccc1N1CC(C(=O)NCCCn2nc(C)cc2C)CC1=O (configuration not stated)	3	-13	0	0	5	12	-1	-2	-7	1.5
Cn1nc2c3cc(F)ccc3n(Cc3ccc(F)cc3)cc-2c1=O	-3	2	1	-1	0	-10	-2	-1	2	0.3
Cc1ccc(NCc2nnc(SCc3ccc(C#N)cc3)n2Cc2ccco2)c(C)c1	4	-1	-12	-3	-4	-13	0	1	-10	0.1
OC(Cc1cccc(Br)c1)c1ncc(-c2cccc(C(F)(F)F)c2)[nH]1 (configuration not stated)	-20	0	-15	.	-3	-6	-1	-1	-7	2.9
O=C1Nc2ccccc2O/C1=C\c1ccccc1	-2	2	15	-2	0	-7	4	8	0	0.3
CCOC(=O)c1oc2cc(OC(C)=O)ccc2c(=O)c1-c1ccc(OC)c(OC)c1	-10	5	3	1	-4	-2	-7	-1	1	-1.1
O=C(O)COc1ccc2c3c(c(=O)oc2c1)CCCC3	4	-13	1	6	3	6	-4	-2	4	-1.7
